# DNMT1 inh = DNMT1 (human) enzyme inhibition | P26358 | DNMT1 molecular beacon, Hinp1I cleavage, fluorescence | inhibition (reported as % activation of signal), % at 10 µM | 0.83% of 360,000 active; in the data active = inhibition above about 50%
# MLLE-PAM2 inh = blocks PAM2 peptide binding to the PABP1 MLLE domain. P11940. GST-MLLE / FITC-PAM2 fluorescence polarization. inhibition, % at 20 µM. 0.36% of 360,000 active; in the data active = inhibition above about 35%, passing the limit was not always enough;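 also: plate controls were DMSO wells with GST-MLLE for no effect and wells lacking GST-MLLE protein for full effect; some results filed as inactive read as strong as hits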
# Target sequence (P11940 whole entry, looked up, the tested form may be a part): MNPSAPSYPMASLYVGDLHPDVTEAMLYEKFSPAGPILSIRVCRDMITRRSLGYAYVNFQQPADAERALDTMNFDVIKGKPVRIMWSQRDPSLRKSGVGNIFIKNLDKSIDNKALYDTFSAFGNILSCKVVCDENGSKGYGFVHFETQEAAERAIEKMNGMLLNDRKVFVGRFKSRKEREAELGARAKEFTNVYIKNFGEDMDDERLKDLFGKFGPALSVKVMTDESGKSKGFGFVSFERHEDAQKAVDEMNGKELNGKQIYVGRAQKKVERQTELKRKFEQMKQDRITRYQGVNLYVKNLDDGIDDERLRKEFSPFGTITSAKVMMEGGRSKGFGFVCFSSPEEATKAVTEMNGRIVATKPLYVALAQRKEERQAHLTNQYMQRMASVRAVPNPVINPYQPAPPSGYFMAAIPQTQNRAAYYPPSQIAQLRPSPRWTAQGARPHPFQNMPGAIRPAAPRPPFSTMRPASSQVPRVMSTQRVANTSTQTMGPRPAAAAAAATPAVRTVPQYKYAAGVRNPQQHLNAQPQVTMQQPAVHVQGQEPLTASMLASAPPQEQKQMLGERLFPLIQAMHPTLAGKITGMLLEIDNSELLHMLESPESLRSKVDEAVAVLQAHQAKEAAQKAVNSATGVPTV
# Rpn11 block = inhibitors of human proteasome Rpn11. O00487. human 26S proteasome, Ub4-pepOG fluorescence polarization; 20S core pre-blocked with epoxomicin. calls only at 20 µM. 0.59% of 360,000 active;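 active = inhibition at 20 µM, scaled to each plate's controls, above about 33%, limit read from the data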
# NadD inh = blocks S. aureus nicotinate mononucleotide adenylyltransferase; purified NadD enzyme, colorimetric absorbance read-out; inhibition, % at 20 µM; 0.78% of 360,000 active; in the data active = inhibition above about 26%; also: some compounds past the cut are filed as inactive
# CSN inh = blocks human CSN-mediated cullin deneddylation | Purified CSN, SCF-Nedd8-OG deneddylation, fluorescence polarization | inhibition, % at 12.5 µM | 0.38% of 360,000 active | AID 651999;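 active = pattern-corrected inhibition above about 35%, with an unprinted fluorescence ratio check between 0.5 and 1.5, limit read from the data, passing the limit was not always enough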;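 also: 0% = enzyme with substrate and 100% = substrate without enzyme; some results filed as inactive read as strong as hits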
# Target sequence (Q92905 whole entry, looked up, one chain of several): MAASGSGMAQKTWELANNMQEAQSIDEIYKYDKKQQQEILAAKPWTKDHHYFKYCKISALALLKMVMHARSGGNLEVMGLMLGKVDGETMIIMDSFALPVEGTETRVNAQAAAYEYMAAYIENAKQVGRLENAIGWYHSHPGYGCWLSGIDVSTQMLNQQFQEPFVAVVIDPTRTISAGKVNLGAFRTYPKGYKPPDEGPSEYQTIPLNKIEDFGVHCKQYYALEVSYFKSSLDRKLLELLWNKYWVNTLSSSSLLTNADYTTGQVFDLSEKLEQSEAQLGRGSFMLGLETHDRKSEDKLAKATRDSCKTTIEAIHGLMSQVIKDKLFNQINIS
#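 assay system = purified human Csn5 enzyme expressed in HEK293T cells | amount = 0.24 nM enzyme | buffer or medium = Tris/NaCl/DTT buffer, pH 7.5 | reagent = 10 nM SCFSkp2-Nedd8OG | compound = one concentration, 12.5 µM, 0.25% DMSO | times = 90 min reaction at room temperature | signal = FP | read-out basis = % inhibition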
# LMPTP block = LMPTP (human) inhibition. P24666. recombinant LMPTP-A, OMFP fluorogenic substrate, fluorescence intensity. inhibition, % at 20 µM. 0.22% of 360,000 active. AID 651560;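 active = compounds that cut the enzyme signal by at least half of the control window in the single-dose screen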;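 also: plate controls were DMSO wells with enzyme plus substrate for no effect and substrate without enzyme for full effect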
#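 Test system: LMPTP-A phosphatase enzyme; input: 0.625 nM LMPTP-A final; reagent: OMFP substrate, 400 µM final; compound dosing: 20 µM single dose, 3% DMSO; incubation: 50 min dark incubation at room temperature; measured by: endpoint fluorescence intensity from OMFP dephosphorylation; measure: % inhibition relative to no-enzyme and uninhibited control wells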
# SUMO1 PPI mod = SUMO1-SIM interaction modulation | SUMO1 binding to a labelled peptide, TR-FRET, 1 h | inhibition, % at 20 µM | 0.33% of 360,000 active; in the data active = inhibition above about 37%
# Target sequence (P63165 whole entry, looked up): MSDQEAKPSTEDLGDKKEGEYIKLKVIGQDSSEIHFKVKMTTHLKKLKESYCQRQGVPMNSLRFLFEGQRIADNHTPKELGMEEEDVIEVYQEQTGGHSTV
# TbMetRS inhib = blocks T. brucei methionyl-tRNA synthetase activity | purified T. brucei MetRS, ATP depletion, Kinase-Glo luminescence | inhibition, % at 11.9 µM | 0.4% of 360,000 active;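 active = inhibition above a per-plate cutoff of the control wells' mean inhibition plus 3 SD, cut at about 5.5% in these data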;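 also: 0% = DMSO wells median and 100% = median of wells with control inhibitor compound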
#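 Material: parasite MetRS enzyme / Replication: singlicate, one well per compound / Signal: luminescence of leftover ATP / Schedule: 2 h aminoacylation at 25 °C after 15 min preincubation / Medium: HEPES-MgCl2-KCl buffer plus DTT, spermine, BSA, pyrophosphatase / Doses: 11.9 µM single point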
# Scp1 inh = inhibitors of human Scp-1 phosphatase. Recombinant Scp1, phosphopeptide, malachite green phosphate absorbance. inhibition, % at 20 µM. 0.88% of 340,000 active. AID 493091;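 active = inhibition above about 50% at 20 µM, limit read from the data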;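 also: plate controls were DMSO wells with enzyme for no effect and wells lacking enzyme for full effect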
#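 Material – SCP-1 phosphatase catalytic domain, residues 76-261 · Buffer or medium – Acidic Tris acetate buffer with magnesium and detergent · Also added – Phospho 17-mer peptide substrate · Compound – single 20 µM dose, 1% DMSO · Times – 45 min room-temperature reaction, 5 min colour, 30 min stabiliser · Technique – Phosphate-binding colour reagent, absorbance read at 630 nm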
# STEP inh = STEP (human) phosphatase inhibition; P54829; recombinant STEP, OMFP fluorogenic substrate, fluorescence; inhibition, % at 20 µM; 0.25% of 360,000 active; AID 588621;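 active = inhibition at 20 µM, scaled per plate between control wells, above about 37%, limit read from the data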;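 also: 0% = DMSO with enzyme and substrate and 100% = substrate only without enzyme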
#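 Test system: STEP tyrosine phosphatase / Reagent: OMFP at 25 µM / Doses: 20 µM, 1% DMSO / Read-out: percent inhibition scaled to no-enzyme and uninhibited-enzyme controls, plate-pattern corrected / Detection: FITC-channel fluorescence of OMFP product / Medium: Bis-Tris buffer pH 6.0, 2.5 mM DTT, 0.005% Tween 20 / Schedule: 20 min at room temperature, dark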
# * = called active by the depositor; i = inactive; . = no result given. Hits appear at their usual frequency; about 3.6% have a hit in one of these screens.
SMILES,DNMT1 inh,MLLE-PAM2 inh,Rpn11 block,NadD inh,CSN inh,LMPTP block,SUMO1 PPI mod,TbMetRS inhib,Scp1 inh,STEP inh
CC(=O)Nc1cc(C(=O)N2CCc3ccccc3C2)ccc1Sc1ccc(C)cc1,4,0,i,0,-7,0.0,-6,0.2,2,1
O=C1C(c2ccccc2)C(c2ccccc2)NC(c2ccccc2)C1c1ccccc1 (stereo not drawn),-2,1,i,5,-5,2.3,-4,-0.4,4,-1
COc1ccc(C(=O)Nc2ccccc2-c2nnn(CC(=O)NCc3ccco3)n2)cc1,8,-13,i,-3,3,0.0,5,0.1,8,-10
CCOC(=O)C/C(C)=N/NC(=O)CN(c1ccc(Br)cc1)S(=O)(=O)c1ccccc1,-11,-41,i,-5,-1,0.5,1,0.3,-11,-3
NS(=O)(=O)c1ccc(CCNC(=O)C2CCN(S(=O)(=O)c3cnc[nH]3)CC2)cc1,4,-6,i,-5,2,-1.8,-2,-1.1,-3,-2
CN1CCN(CCc2nc3cc(NC(=O)COc4ccc([N+](=O)[O-])cc4)ccc3n2C)CC1,1,-4,i,-3,-4,0.7,-19,0.5,-14,0
COc1ccc(/C=N/NC(=O)C[n+]2ccccc2)c(OC)c1OC,-1,-2,i,1,-3,-2.4,-3,-0.4,-3,-4
COc1ccc(-c2ccc(SCC(=O)NCc3ccco3)nn2)cc1OC,-2,23,i,10,3,1.4,14,-0.1,28,0
Cc1nc2cc(NC(=O)c3ccc(S(=O)(=O)N(C)c4ccccc4)cc3)ccc2o1,-6,-14,i,-1,2,-0.2,5,-0.2,-6,0
Cc1nonc1NC(=O)c1oc2ccccc2c1C,5,14,i,1,0,0.4,1,-0.1,1,-2
Cc1nn(C)c(C)c1C1C(C#N)=C(N)Oc2n[nH]c(C)c21 (stereo not drawn),-2,-7,i,-7,-3,-1.1,0,0.1,-6,-1
CC1Cc2ccccc2N1CC(=O)Nc1cc(S(=O)(=O)N2CCOCC2)ccc1Cl (stereo not drawn),-11,-3,i,7,6,2.0,-2,-0.2,.,3
Cc1ccc(S(=O)(=O)/C(C#N)=C/c2c(N3CCN(Cc4ccccc4)CC3)nc3ccccn3c2=O)cc1,-4,13,.,47*,7,4.8,-5,0.3,8,2
COc1ccc(CNCCC(c2ccc(OC(C)C)cc2)c2ccccc2OC)cc1OC (stereo not drawn),3,7,i,-5,-5,0.3,-6,-0.9,0,-1
Cc1ccc(S(=O)(=O)N2CCOCC2)cc1C(=O)N1CCN(S(=O)(=O)c2cccc(F)c2)CC1,0,-28,i,6,2,-1.0,4,-0.4,0,-4
CCOC(=O)c1c(NC(=O)COC(=O)CCOc2ccc(C)cc2)sc(C(=O)N(C)C)c1C,1,-18,i,9,3,2.0,9,-0.1,-6,1
COc1ccc(NC(=O)COC(=O)C2CCN(S(=O)(=O)c3cccs3)CC2)cc1,-1,4,i,-5,0,-0.2,0,-0.1,-2,0
COc1cc(NC(=O)C(C)C)ccc1NC(=O)c1ccco1,-1,8,i,3,-2,-0.3,-1,-1.2,0,-1
COc1ccccc1N1C(=O)CC(Sc2nc(C)cc(C)n2)C1=O (stereo not drawn),0,-3,i,-4,1,-1.2,2,0.5,4,1
O=C(CSc1ccc(-c2ccc(Br)cc2)nn1)NC1CCCC1,4,-4,i,-3,0,-0.7,-2,-0.2,9,-1
c1ccc(N=Nc2ccc3cccccc2-3)cc1,-42,-8,i,3,1,5.4,-41,2.6,-4,4
CCN1CCN(Cc2ccc(NC(=O)Nc3ccccc3Cl)cc2)CC1,0,-5,i,-2,-2,-0.1,0,0.5,-3,2
O=S(=O)(NCC1OCCc2ccccc21)c1ccc(S(=O)(=O)N2CCOCC2)cc1 (stereo not drawn),8,12,i,1,4,-1.2,-4,-0.2,1,-3
COc1cccc(C2c3cc4c(cc3OC(NNC(N)=O)C2C)OCO4)c1O (stereo not drawn),2,8,i,-2,0,-1.8,-6,-0.4,5,-5
O=C(COC(=O)c1ccccc1)Nc1cccc(S(=O)(=O)N2CCOCC2)c1,0,1,i,-3,-6,-1.3,3,-0.6,-7,-3
Cc1cc(C)nc(NS(=O)(=O)c2ccc(NC(=O)CSc3nc4ccccc4[nH]3)cc2)n1,0,-7,i,5,-6,-0.1,8,0.8,-5,2
CCOc1ccccc1NC(=O)CCNS(=O)(=O)c1ccc2[nH]c(=O)oc2c1,2,-14,i,-2,3,-0.5,-3,0.3,-1,2
O=C(Nc1cccc(Oc2ccccc2)c1)C1Cc2c(-c3ccc4c(c3)OCO4)ccnc2O1 (stereo not drawn),-11,6,i,16,-4,3.2,0,-0.3,.,2
COc1ccc(-n2c(/C=C3\C(=O)N(C)c4ccccc43)nc3ccccc3c2=O)cc1,3,-7,i,-2,3,2.3,-12,-0.5,-7,-2
CCn1c(C(=O)Nc2ccsc2C(=O)OC)cc2sc(Cl)cc21,4,-12,i,-7,5,1.3,-3,0.2,-10,-2
O=C(O)C1CCCCC1C(=O)Nc1ccc(Cl)cc1 (stereo not drawn),0,-3,i,-10,3,-0.4,-2,-0.2,-2,3
CN(Cc1cnn(C)c1)C(=O)C1CCC(=O)N(Cc2cccc(C(F)(F)F)c2)C1 (stereo not drawn),1,-9,i,4,4,-1.1,3,-0.2,-4,-3
C=CCN(c1ccc(C(=O)Nc2ccc3c(c2)n(C)c(=O)n3C)cc1)S(C)(=O)=O,-3,6,i,-4,3,0.0,4,-0.1,-8,-2
O=C(Cn1nc(-c2ccco2)ccc1=O)Nc1ccc(Cl)c(Cl)c1,-5,-14,i,0,4,-0.3,-9,0.7,-10,1
O=C(CS(=O)(=O)c1ccc(F)cc1)Nc1nccs1,0,13,i,0,0,-1.3,-2,-0.2,-1,-1
O=C(CCc1nc2ccccc2c(=O)[nH]1)OCCOc1ccc(Cl)cc1,-1,-4,i,-2,-5,-0.1,2,16*,-5,-1
COc1ccc(NC(=O)NC2CCCCC2C)cc1 (stereo not drawn),1,4,i,0,-7,0.4,1,-0.4,-7,-3
S=c1[nH]nc(COc2ccccc2)n1/N=C/c1cccs1,4,-37,i,-2,-8,-0.4,-8,-0.1,-9,-1
COc1ccc(Br)cc1CN(C)C(=O)Cc1ccc(OC)c(S(=O)(=O)N2CCOCC2)c1,-1,2,i,-6,-2,0.1,2,-0.6,10,2
Cc1ccc(S(=O)(=O)N(C)c2ccc(C)c([N+](=O)[O-])c2)cc1,1,-18,i,-7,-2,-0.2,-5,-0.8,1,-1
c1ccc2c(-c3nc(-c4ccncc4)no3)cccc2c1,-2,1,i,-2,-2,0.4,-14,-1.2,5,-1
CC(C)CCn1c(C(C)O)nc2ccccc21 (stereo not drawn),0,-10,i,5,-6,0.4,3,-0.7,-3,7
CC1CCN(C(=O)Cn2c(SCC(=O)Nc3nccs3)nc3ccccc32)CC1,0,-15,i,-1,-2,-0.9,2,0.2,-4,2
COc1cc(/C=C/C(=O)OCC(=O)c2ccc[nH]2)ccc1O,-12,-14,i,1,-1,-1.3,-4,-0.3,.,-3
FC(F)(F)c1ccccc1Cc1c(-c2ccco2)nc2ccc(Br)cn12,21,17,i,37*,25,1.0,-5,-0.5,.,-4

# Some of these compounds in order of molecular weight, lowest first.
SMILES,DNMT1 inh,MLLE-PAM2 inh,Rpn11 block,NadD inh,CSN inh,LMPTP block,SUMO1 PPI mod,TbMetRS inhib,Scp1 inh,STEP inh
O=C(CS(=O)(=O)c1ccc(F)cc1)Nc1nccs1,0,13,i,0,0,-1.3,-2,-0.2,-1,-1
S=c1[nH]nc(COc2ccccc2)n1/N=C/c1cccs1,4,-37,i,-2,-8,-0.4,-8,-0.1,-9,-1
O=C(CCc1nc2ccccc2c(=O)[nH]1)OCCOc1ccc(Cl)cc1,-1,-4,i,-2,-5,-0.1,2,16*,-5,-1
C=CCN(c1ccc(C(=O)Nc2ccc3c(c2)n(C)c(=O)n3C)cc1)S(C)(=O)=O,-3,6,i,-4,3,0.0,4,-0.1,-8,-2

# (continued)
SMILES,DNMT1 inh,MLLE-PAM2 inh,Rpn11 block,NadD inh,CSN inh,LMPTP block,SUMO1 PPI mod,TbMetRS inhib,Scp1 inh,STEP inh
CC(/C=N/NC(=O)CSc1nc(C)cc(C)n1)=C\c1ccccc1,4,-23,i,4,12,-0.9,-15,-0.5,-2,-1
CCN(CC)CCN(C(=O)c1ccc2c(c1)CCCC2)c1nc2ccc(OC)cc2s1,1,14,i,1,-4,2.5,16,-0.8,9,0
COC(=O)c1cnc(N2CCOCC2)nc1C(F)(F)F,-2,0,i,-2,-3,-0.8,4,-0.4,-3,2
CC(=O)N=c1sccn1CC(O)c1ccccc1 (stereo not drawn),0,1,i,-3,-1,0.8,-1,0.6,0,-2
CC(=O)c1ccc(OCC(O)CN2CCN(c3ccccn3)CC2)cc1 (stereo not drawn),-2,-15,i,-2,-9,-2.2,9,-0.3,-6,2
C=CCn1c2c(c3ccccc31)CCC2,-3,-7,i,-1,-3,0.6,0,-1.1,.,3
Cc1ccc(S(=O)(=O)N(C)CC(=O)NCC(c2ccc(F)cc2)N2CCOCC2)cc1 (stereo not drawn),1,-1,i,-4,-3,-0.7,1,0.2,-3,0
COc1ccc(CN(C(=O)CCC(=O)Nc2cc(C)on2)C(C(=O)NC(C)(C)C)c2cccc(OC)c2OC)cc1 (stereo not drawn),0,6,i,-2,-3,-1.1,-1,0.1,-1,-1
O=C(Nc1ccc(N2CCOCC2)cc1)c1cnsn1,-1,-4,i,0,2,-0.2,-6,-0.2,0,-3
O=C1Cc2ccccc2Sc2c(OCCN3CCCCC3)cccc21,2,13,i,0,2,1.6,1,-1.2,6,-1
CC(C)C[C@H](NC(=O)c1nc[nH]c1C(=O)N[C@@H](CC(C)C)C(=O)OC(C)(C)C)C(=O)OC(C)(C)C,-17,8,i,4,-1,-0.3,2,-0.2,-11,-1
COc1ccc(NC(=O)CSc2nnc(CNC(=O)COc3ccc(Cl)cc3)o2)c(OC)c1,2,-4,i,7,-2,-0.2,0,0.1,-5,0
O=c1ccc2cc(S(=O)(=O)Nc3ccc(F)cc3)ccc2o1,3,0,i,4,-7,-0.4,-3,-0.2,-7,-2

# Bioassay records from PubChem BioAssay.
